Assay outcomes (PubChem BioAssay)
KOR beta-arrestin-1 – KOR antagonists, beta-arrestin recruitment, cell-based, luminescence, uHTS (AID 1778). Kappa-type opioid receptor (Homo sapiens). KOR beta-arrestin recruitment, luminescence, antagonist mode; higher % means a stronger effect. inhibition, % at 10 µM; hits with a dose series show IC50 in µM. 290,000 tested, 0.091% active; also: strong numbers were not always called active
KOR beta-arrestin-2 – KOR agonists, beta-arrestin recruitment, primary screen, cell-based, luminescence, uHTS (AID 1777). 280,000 tested, 0.02% active. activation, % at 10 µM; hits with a dose series show EC50 in µM. KOR beta-arrestin recruitment, luminescence; higher % means a stronger effect. Kappa-type opioid receptor (Homo sapiens); in the data active = activation above about 50%, passing the limit was not always enough; also: a part of the inactive calls stands beside numbers as strong as those of hits
GPR55 beta-arrestin – GPR55 agonists via beta-arrestin recruitment, primary screen, imaging, U2OS cells, beta-arrestin-GFP redistribution (AID 1961); U2OS GPR55 beta-arrestin-GFP redistribution imaging; higher % means a stronger effect; 290,000 tested, 0.048% active; G-protein coupled receptor 55 (Homo sapiens); activation, % at 10 µM; hits with a dose series show EC50 in µM;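 active = activation above 40% with more than 50 cells counted in the well; inconclusive = wells holding fewer than 50 cells, flagged as toxic or sparse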;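 also: U2OS osteosarcoma cells stably expressing GPR55 and beta-arrestin-GFP; plate controls were DMSO negative control for no effect and LPI positive control for full effect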
P. falciparum M17LAP – P. falciparum M17LAP inhibitors, primary screen, biochemical, fluorogenic H-Leu-NHMec substrate, 1536-well (AID 1619). Leucine aminopeptidase (Plasmodium falciparum (isolate 3D7)). recombinant M17LAP, H-Leu-NHMec fluorogenic kinetic assay; higher % means a stronger effect. inhibition, % at 30 µM, or IC50 in µM where a hit was titrated. 220,000 tested, 0.38% active;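 active = compound inhibiting the enzyme by more than half at any dose during confirmatory dose-response retesting; inconclusive = strong single-dose inhibitors picked by rank but not retested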;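 also: plate controls were full reaction with DMSO carrier for no effect and no enzyme background for full effect; strong numbers were not always called active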
AID2073 – inhibitors of Mint1-CaV2.2 protein interaction, biochemical, HTRF (AID 2073); Voltage-dependent N-type calcium channel subunit alpha-1B (Homo sapiens); HTRF protein-protein interaction, Mint1-CaV2.2; higher % means a stronger effect; inhibition, % at 20 µM, or IC50 in µM where a hit was titrated; 290,000 tested, 0.19% active; in the data active = inhibition mostly above about 51%, no sharp cut-off; inconclusive = no clear call, values can overlap the other calls; inactive = mostly below about 53%; also: some results filed as inactive read as strong as hits
Dynein cargo inh – inhibitors of GR-EGFP nuclear translocation, primary screen, dynein cargo transport inhibitor project, imaging, high-content, 3617.4 mouse cells | 220,000 tested, 0.47% active | test concentration mostly 20 µM; stimulated with dexamethasone, 1 µM; active compounds read low | z-score, hits read low | AID 1381, 2008;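 active = plate z-score of nuclear minus cytoplasmic receptor signal below a set negative limit, without overly bright fluorescence or cell loss, cut at about -3.5 in these data, passing the limit was not always enough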;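 also: z-score of nuclear minus cytoplasmic ring GR-EGFP intensity difference per well; some compounds called inactive have numbers as strong as hits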
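medium = tetracycline-free induction medium containing charcoal-stripped FBS | also added = 1.0 µM final dexamethasone stimulus | schedule = 48 h induction, 1 h compound, 30 min dex at 37 °C | technique = fixed, Hoechst-stained cells imaged at 10x for EGFP | measure = GR-EGFP nuclear translocation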
HEK293 NOD2/NF-kB – NOD2 signaling inhibitors, cell-based, luminescence, uHTS, HEK293 (AID 1566); HEK293 NOD2/NF-kB luciferase reporter, luminescence; higher % means a stronger effect; inhibition, % at 4 µM, or EC50 in µM where a hit was titrated; 290,000 tested, 0.63% active; also: many of its hits are not listed in these tables
M1AAP inhibition – P. falciparum M1AAP inhibitors, biochemical, fluorogenic H-Leu-NHMec substrate, 1536-well (AID 1445). recombinant M1AAP, H-Leu-NHMec fluorogenic kinetic assay; higher % means a stronger effect. 220,000 tested, 0.42% active. inhibition, % at 30 µM, or IC50 in µM where a hit was titrated;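 active = primary inhibition above the hit cutoff, then over 50% inhibition at one or more dose response concentrations, cut at about 23% in these data, passing the limit was not always enough; inconclusive = conflicting primary data, or primary hits not chosen for dose response; inactive = low primary inhibition, or under 50% at every dose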;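 also: plate controls were DMSO full reaction for no effect and no enzyme background for full effect; strong numbers were not always called active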
NOD1 NF-kB reporter – NOD1 signaling inhibitors, primary screen, cell-based, luminescence, uHTS (AID 1578); one-dose inhibition, % at 4 µM; EC50 in µM for titrated hits; 290,000 tested, 1% active; NOD1-driven NF-kB luciferase reporter cells, luminescence; higher % means a stronger effect; in the data active = inhibition mostly above about 36%, no sharp cut-off; inactive = mostly below about 34%;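 also: HEK-293T reporter cells stimulated with the NOD1 agonist gamma-tri-DAP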
Dynein cargo inh cytoplasmic EGFP – also measured in Dynein cargo inh; calls as there; z-score; measured here: cytoplasmic GR-EGFP intensity; active compounds read high
Dynein cargo inh nuclear GR-EGFP – recorded beside Dynein cargo inh, whose call it bears; z-score; measured here: nuclear GR-EGFP intensity;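 lower value marks the stronger effect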
Dynein cargo inh cell count – second read-out of Dynein cargo inh, no call of its own (marks repeat the call); z-score; measured here: cell count per field
The depositor's hits bear a star; ? = inconclusive; · = not tested or not shown; [ ] = another dose, or the depositor's remark. Rule as the data show it, unless noted: active = inhibition above about 50%; inactive = the rest.

Start of the listing, in advance, 6 compounds:
Every second line gives: KOR beta-arrestin-1 | KOR beta-arrestin-2 | GPR55 beta-arrestin | P. falciparum M17LAP | AID2073 | Dynein cargo inh | Dynein cargo inh cytoplasmic EGFP | Dynein cargo inh nuclear GR-EGFP | Dynein cargo inh cell count | HEK293 NOD2/NF-kB | M1AAP inhibition | NOD1 NF-kB reporter
- CSc1cccc(CN(C)C(=O)C2CCC(=O)N(CCCN3CCCC3=O)C2)c1 (stereo not drawn)
  -17% | 1.8% | -0.1% | · | -8% | · | · | · | · | 2% | · | -24%
- Cc1cccc(NC(=O)CCNC(=O)c2ccc(Br)cc2)c1
  -5% | -2.7% | -0.3% | · | 3% | · | · | · | · | -20% | · | -123%
- CC(=O)Nc1ccc(NC(=O)C2CCCCN2S(=O)(=O)c2ccc(C(C)(C)C)cc2)cc1 (stereo not drawn)
  -29% | 0.5% | -0.1% | · | -2% | · | · | · | · | -4% | · | 21%
- O=C(CN1CCC(C(=O)c2ccc(Cl)cc2)CC1)NC1CCCC1
  -14% | 2.6% | -0.2% | · | 4% | · | · | · | · | 3% | · | 32%
- O=S(=O)(c1ccc2ccccc2c1)N1CCNCC1
  -15%[20 µM] | -3.6% | 0.4% | · | 2% | · | · | · | · | -13% | · | -15%
- CCc1ccc(NC(=O)NCCCN2CCCC2=O)cc1
  0% | 1.3% | 0.4% | · | 11% | · | · | · | · | -8% | · | -38%

The listing, from the first entry:
Every second line gives: KOR beta-arrestin-1 | KOR beta-arrestin-2 | GPR55 beta-arrestin | P. falciparum M17LAP | AID2073 | Dynein cargo inh | Dynein cargo inh cytoplasmic EGFP | Dynein cargo inh nuclear GR-EGFP | Dynein cargo inh cell count | HEK293 NOD2/NF-kB | M1AAP inhibition | NOD1 NF-kB reporter
- CSc1cccc(CN(C)C(=O)C2CCC(=O)N(CCCN3CCCC3=O)C2)c1 (stereo not drawn)
  -17% | 1.8% | -0.1% | · | -8% | · | · | · | · | 2% | · | -24%
- Cc1cccc(NC(=O)CCNC(=O)c2ccc(Br)cc2)c1
  -5% | -2.7% | -0.3% | · | 3% | · | · | · | · | -20% | · | -123%
- CC(=O)Nc1ccc(NC(=O)C2CCCCN2S(=O)(=O)c2ccc(C(C)(C)C)cc2)cc1 (stereo not drawn)
  -29% | 0.5% | -0.1% | · | -2% | · | · | · | · | -4% | · | 21%
- O=C(CN1CCC(C(=O)c2ccc(Cl)cc2)CC1)NC1CCCC1
  -14% | 2.6% | -0.2% | · | 4% | · | · | · | · | 3% | · | 32%
- O=S(=O)(c1ccc2ccccc2c1)N1CCNCC1
  -15%[20 µM] | -3.6% | 0.4% | · | 2% | · | · | · | · | -13% | · | -15%
- CCc1ccc(NC(=O)NCCCN2CCCC2=O)cc1
  0% | 1.3% | 0.4% | · | 11% | · | · | · | · | -8% | · | -38%
- O=C(c1cc(=O)c2ccccc2o1)N1CCN(c2ccccc2F)CC1
  0% | 4.6% | 0.1% | 7% | 6% | -0.86 | -0.21 | -0.4 | 0.45 | -4% | 0% | -16%
- CN(C)S(=O)(=O)c1ccc(C(=O)NCc2nnc(SCC(=O)NCc3ccco3)o2)cc1
  4% | 0.5% | -0.2% | · | -1% | · | · | · | · | -6% | · | -20%
- COc1ccc(/C=C/C(=O)NC(=S)NNC(=O)c2c(-c3ccccc3)noc2C)cc1
  11% | -4.5% | -0.1% | 3% | 0% | -0.94 | -0.28 | -0.57 | 0.74 | 16% | -13% | 8%
- Cc1cccc2c1c1ccc3c(c1n2C)C(=O)C=CC3=O
  -4% | -2.4% | -0.1% | 12% | -21% | -1.7 | 0.14 | -0.81 | 0.95 | 8% | 1% | 2%
- CCOC(=O)C1CCN(c2nc(-c3ccc(C)cc3)nc3ccccc23)CC1
  15% | -4.2% | -0.2% | -2% | 7% | -0.27 | -0.2 | -0.41 | 0.6 | 15% | 0% | -16%
- O=C1C(Oc2ccccc2)C(c2cccs2)N1Cc1ccc2c(c1)OCO2 (stereo not drawn)
  13% | -3.3% | -0.3% | 4% | 0% | 0.097 | -0.22 | 0.59 | 0.077 | 19% | 0% | 17%
- O=C(C1CC(=O)N(c2ccc(Cl)cc2)C1)N1CCOCC1 (stereo not drawn)
  -9% | -2.2% | -0.2% | · | -4% | · | · | · | · | -4% | · | -12%
- CC(C)(C)c1ccc(C(=O)NCCOc2ccccc2F)cc1
  -19% | 9.2% | 0.0% | · | 7% | · | · | · | · | 6% | · | 8%
- O=C1NC(c2cc3c(cc2Cl)OCO3)Oc2ccccc21 (stereo not drawn)
  13% | 1.0% | -0.2% | -3% | -1% | -0.57 | -0.23 | -0.23 | 0.6 | -10% | 12% | 8%
- Cc1ccc(C)c(NC(=O)c2ccc(OC(=O)c3ccco3)cc2)c1
  -8% | 1.2% | -0.1% | 2% | -4% | -0.28 | -0.2 | -0.26 | -0.21 | 9% | 12% | -2%
- CCS(=O)(=O)N1Cc2ccccc2CC1C(=O)Nc1cccc(OC)c1 (stereo not drawn)
  -19% | 1.8% | 0.6% | · | 15% | · | · | · | · | -41% | · | 17%
- Cc1ccc(NC(=O)CCNC(=O)c2ccco2)cc1Cl
  14% | -3.6% | 1.0% | · | 5% | · | · | · | · | 14% | · | -24%
- Cc1nc(-c2cccnc2)sc1C(=O)Nc1cccc(C(F)(F)F)c1
  -24% | 1.0% | 0.8% | 3% | 0% | -0.034 | -0.23 | -0.37 | 0.52 | 35% | 3% | 34%
- O=C(Nc1cccc(-c2csc(Nc3cccc(C(F)(F)F)c3)n2)c1)c1ccccc1
  -64% | 6.5% | -0.1% | -3% | 24% | -0.54 | -0.78 | -0.2 | 0.66 | 11% | 4% | -7%
- Cc1ccc2cc3cc(C(=O)NCc4ccco4)oc3nc2c1
  -58% | 4.1% | -0.2% | -47% | 19% | -0.25 | -0.35 | -0.037 | 0.6 | -60% | 7% | 3%
- CC(C)c1ccc(Nc2ccc(C(=O)O)cc2[N+](=O)[O-])cc1
  -24% | 1.7% | -0.3% | · | 14% | · | · | · | · | -32% | · | -18%
- CCOC(=O)N1CCN(C(=O)/C(=C/c2ccc(Cl)cc2)NC(=O)c2ccccc2)CC1
  -11% | -0.4% | -0.1% | -7% | -9% | 0.21 | -0.31 | 0.53 | 0.35 | -35% | 1% | -48%
- Cc1ccc(NC(=S)N2CCN(S(C)(=O)=O)CC2)cc1C
  0% | -4.6% | 0.2% | · | -12% | · | · | · | · | -9% | · | -22%
- Oc1ccc(/C=N/Nc2nccnc2Cl)cc1
  15% | 5.1% | -0.1% | 30% | 1% | -0.51 | 0.53 | -0.38 | -0.049 | -57% | 13% | -36%
- Cc1c(Cc2ccccc2)c(=O)oc2cc(O)cc(O)c12
  -9%[20 µM] | 0.0% | -0.1% | -25% | ? | -1.7 | -0.3 | -0.62 | 0.67 | · | 6% | ·
- Cc1ccc(S(=O)(=O)NC(=O)c2ccc(F)cc2)c(C)c1
  -5% | 0.2% | -0.1% | · | 1% | · | · | · | · | 7% | · | -26%
- Cc1ccc(C(=O)Nc2ccc(Br)cc2)cc1S(=O)(=O)Nc1ccccn1
  -54% | 0.9% | 0.4% | -3% | 13% | 0.55 | -0.18 | 0.098 | -0.028 | -7% | 6% | 20%
- CCOc1ccc(S(=O)(=O)N2CCC(C(=O)NCc3cccnc3)CC2)cc1C
  3% | 2.4% | -0.2% | · | 1% | · | · | · | · | 15% | · | 2%
- CCOC(=O)c1c(C)[nH]c(C)c1S(=O)(=O)N(C)CC(=O)NCc1ccc(C)cc1
  -8% | 1.5% | -0.1% | · | 8% | · | · | · | · | 14% | · | -8%
- CN1C(=O)NC(NC(=O)c2ccco2)(C(F)(F)F)C1=O (stereo not drawn)
  -4% | -2.4% | 0.0% | 8% | 17% | -0.12 | -0.32 | -0.69 | -0.34 | -8% | 4% | -28%
- O=C(NCc1cccnc1)C1CC(=O)N(c2ccc(Cl)cc2)C1 (stereo not drawn)
  15% | 2.8% | 0.1% | 1% | -10% | -0.26 | -0.19 | -0.15 | 0.93 | -2% | -3% | -26%
- O=C(Nc1ccccc1C(=O)OC1CCOC1=O)c1ccco1 (stereo not drawn)
  -5% | -5.1% | -0.1% | 9% | 1% | 1.2 | -0.31 | 0.63 | -0.37 | -2% | 4% | 3%
- CC(NC(=O)Cc1ccc(Br)cc1)c1ccccc1 (stereo not drawn)
  -9% | -8.5% | -0.1% | · | 0% | · | · | · | · | 8% | · | -27%
- COc1cc(O)c(C(CC(=O)N2CCCC(C)C2)c2ccc(N(C)C)cc2)c(OC)c1 (stereo not drawn)
  12% | -1.5% | -0.1% | -13% | 7% | -0.45 | -0.73 | -0.16 | 0.084 | 12% | 6% | -1%
- CCCc1cc(=O)n2[nH]c(C(F)(F)F)nc2n1
  -14%[20 µM] | · | 0.6% | 5% | 2% | -1.1 | -0.12 | -0.77 | -0.64 | 15% | 8% | -17%
- Cc1oc2c(C)c(O)ccc2c(=O)c1-c1cnn(-c2ccccc2)c1
  -58% | 5.4% | -2.3% | 4% | 28% | 3 | -0.14 | 0.99 | -1.8 | 10% | -2% | 53%
- Cc1nnc(SCc2ccc(Cl)cc2)nc1/C=C/N(C)C
  -33% | 5.0% | 0.7% | -3% | 32% | 0.23 | -0.14 | -0.22 | -2 | -2% | 6% | -28%
- CCCc1c(C(=O)NNc2cccc(Cl)c2)cnn1-c1ccccc1
  -10% | 0.2% | 0.0% | -3% | -11% | -0.36 | -0.31 | -0.43 | 1.5 | 14% | 2% | -1%
- CC(O)CNc1nc2ccccc2n1CC(=O)N1CCN(Cc2ccccc2)CC1 (stereo not drawn)
  · | · | -0.2% | -1% | 6% | -0.51 | -0.15 | -0.16 | 0.38 | 5% | -1% | -34%
- CCCn1cc(C(=O)OCC)c(=O)c2cc(F)c(F)cc21
  28% | 3.7% | 0.0% | -5% | 43% | 1 | -0.31 | 0.39 | 0.56 | 22% | -2% | 12%

An excerpt; the hit share may differ from the screen's.
